# TRb SRC2 PPI – qHTS for Inhibitors of the Interaction of Thyroid Hormone Receptor and Steroid Receptor Coregulator 2 | Thyroid hormone receptor beta (Homo sapiens), P10828 | TRbeta-SRC2 peptide binding, fluorescence polarization; receptor liganded with 1 µM T3 | Potency, µM (titrated, usually from 106 µM), inactives show at the highest dose activity change, negative = inhibition, hits mostly inhibitors | hit rate 0.065% among 280,000 | AID 1469, 2008;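 further: plate controls were bound peptide for no effect and peptide without receptor for full effect; nearly all actives have a fitted effect of over 50% in size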
# Target sequence (P10828 whole entry, looked up): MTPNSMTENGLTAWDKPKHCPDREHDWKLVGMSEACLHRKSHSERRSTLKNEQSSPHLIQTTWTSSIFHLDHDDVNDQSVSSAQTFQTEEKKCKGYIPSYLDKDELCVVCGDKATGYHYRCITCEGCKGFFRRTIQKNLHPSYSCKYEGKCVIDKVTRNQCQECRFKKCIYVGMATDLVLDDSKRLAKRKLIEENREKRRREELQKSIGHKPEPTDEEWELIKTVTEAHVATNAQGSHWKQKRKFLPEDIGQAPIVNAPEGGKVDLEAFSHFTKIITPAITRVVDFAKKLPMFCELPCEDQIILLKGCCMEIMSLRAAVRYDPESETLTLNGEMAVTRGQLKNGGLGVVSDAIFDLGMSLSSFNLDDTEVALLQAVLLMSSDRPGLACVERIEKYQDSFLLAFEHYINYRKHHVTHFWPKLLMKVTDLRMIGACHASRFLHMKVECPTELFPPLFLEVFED
#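 Decrease in fluorescence polarization of 20 nM Texas Red SRC2 coactivator peptide flagged inhibition of its binding to 0.6 uM TRb LBD; 1 uM T3 included, incubation 5 hr, ex 555/em 632 nm.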
# GLA spleen mod – qHTS Assay for Inhibitors and Activators of Human alpha-Galactosidase From Spleen Homogenate. AID 2107, 2009. human spleen homogenate, 4MU-alpha-Gal fluorescence, 40 min. hit rate 0.008% among 240,000. Potency, µM (series often up to 80 µM), for the others: at the highest dose activity change, negative = inhibition, hits mostly inhibitors. Alpha-galactosidase A (Homo sapiens), P06280;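 further: 0% = enzyme with vehicle and -100% = no enzyme basal signal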
#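 Fluorogenic readout (Ex 365/Em 440 nm) of 4-methylumbelliferone released from 1 mM 4-MU-alpha-galactoside by spleen homogenate, 40 min at 37C, pH 5.0. Data normalized to no-enzyme and enzyme controls; Hill-equation AC50 from compound titrations.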
# ALDH1A1 block – qHTS Assay for Inhibitors of Aldehyde Dehydrogenase 1 (ALDH1A1); Aldehyde dehydrogenase 1A1 (Homo sapiens), P00352; Purified ALDH1A1, NADH fluorescence, propionaldehyde substrate; Potency, µM (series often up to 75.3 µM), for inactives: at the highest dose activity, negative = inhibition, most hits filed as inhibitors; hit rate 7.3% among 220,000; active means well fitted inhibition curve with a large enough effect, not every such curve was filed as active; inconclusive means small, poorly fitted or top-dose-only effect, or another doubt; inactive means no such curve, though single readings can be large or run the other way;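 further: plate controls were no enzyme wells and a reference inhibitor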
# Target sequence (P00352 whole entry, looked up): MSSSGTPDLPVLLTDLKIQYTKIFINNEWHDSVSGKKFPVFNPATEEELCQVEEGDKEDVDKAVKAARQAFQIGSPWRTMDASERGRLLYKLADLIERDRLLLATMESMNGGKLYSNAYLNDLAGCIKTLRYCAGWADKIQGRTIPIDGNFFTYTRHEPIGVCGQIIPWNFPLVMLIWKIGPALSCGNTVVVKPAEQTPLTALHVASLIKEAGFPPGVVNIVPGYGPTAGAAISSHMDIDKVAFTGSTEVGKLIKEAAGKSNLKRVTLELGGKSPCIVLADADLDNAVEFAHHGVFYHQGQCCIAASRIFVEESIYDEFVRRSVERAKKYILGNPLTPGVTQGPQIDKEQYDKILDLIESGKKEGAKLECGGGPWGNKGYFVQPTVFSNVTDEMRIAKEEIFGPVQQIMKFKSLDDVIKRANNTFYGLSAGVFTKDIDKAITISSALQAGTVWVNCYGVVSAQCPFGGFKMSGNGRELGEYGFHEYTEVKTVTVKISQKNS
# TexasRed fluor – Total Fluorescence Counterscreen for Inhibitors of the Interaction of Thyroid Hormone Receptor and Steroid Receptor Coregulator 2. TRb/SRC2 Texas Red total fluorescence interference. Potency, µM (series often up to 106 µM), inactives show at the highest dose fluorescence change, negative = quenching. hit rate 0.29% among 280,000; active means well fitted curve in either direction with a large enough effect; inconclusive means small, poorly fitted or top-dose-only effect
#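 Human TRβ ligand-binding domain (0.6 uM) and Texas Red SRC2 peptide (20 nM) in Tris buffer with 1 uM T3 and 5% DMSO were incubated with pinned compound for 5 hr at ambient temperature. Total fluorescence was computed as S + 2P (555/632 nm).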
# The depositor's hits bear a star; u = inconclusive; x = not tested or not shown; & = joins results of further samples; [ ] = remark or other dose. Unless noted, the call rests on the fitted dose curve; in most records, active means well fitted inhibition curve with a large enough effect; inconclusive means small, poorly fitted or top-dose-only effect, or effect the other way; inactive means flat fitted curve, though single readings scatter. Unless noted, on the % scale 0 is the no-effect control and ±100 the full control effect; potency means the concentration at half of the fitted maximal effect. This is a subset; the hit share may differ from the screen's.
SMILES,TRb SRC2 PPI,GLA spleen mod,ALDH1A1 block,TexasRed fluor
O=C(c1ccc(-n2c(=O)c(=O)[nH]c3ccccc32)cc1)N1CCCN(Cc2ccccc2)CC1,x,x,u,x
Cc1c(C)c(C)c(CC2(C)CSC2)c(CC2(C)CSC2)c1C,x,x,1%[13.5 µM],x
CSc1ncnc2c1ncn2CC(=O)[C@H]1CC[C@H]2[C@H]3CCC4=CC(=O)CC[C@@]4(C)[C@@H]3CC[C@@]12C,x,x,u,x
O=C(O)c1ccccc1/C=N\N=C1c2ccccc2-c2ccccc21,x,x,-2%[13.5 µM],x
C[N+](C)(C)C(C1=CCCC1=O)c1ccccc1 (centres undefined),x,x,-15%[13.5 µM],x
OCCCN=C1CCCCC1,x,x,-8%[13.5 µM],x
CC(C)(CCC(C)(C)c1ccccc1)c1ccccc1,x,x,11%[13.5 µM],x
Cc1ccc2ccccc2c1CSc1nc(N)nc2c1ncn2CC(C)C,x,x,8%[13.5 µM],x
CC(=O)[C@@]1(N=Nc2ccc(S(N)(=O)=O)cc2)CCOC1=O,x,x,u,x
O=C(C[C@@H](C(=O)O)N1CCOCC1)c1ccccc1,x,x,6%[13.5 µM],x
NC(=O)NOC[C@@H]1NC(=O)NC1=O,x,x,-4%[13.5 µM],x
COc1ccc(-c2cc(C(=O)N/N=C\c3cc(OC)c(OC)c(OC)c3)[nH]n2)cc1,x,x,u,x
Cc1cc(C)c(S(=O)(=O)Nc2ccc(C(=O)O)c(O)c2)cc1C,x,x,u,x
CC(C)c1ccccc1S(=O)c1ccccc1C(C)(C)O (centres undefined),x,x,24%[13.5 µM],x
Nc1ncnc2nn([C@H]3O[C@@H](CO)[C@@H](O)[C@H]3O)nc12,x,x,3%[13.5 µM],x
O=C(C[C@@H](c1ccccc1)N1CCCCC1)c1ccccc1,x,x,14%[13.5 µM],x
COc1cc(/C=N/NC(=O)c2cc(-c3ccccc3)n[nH]2)cc(OC)c1OC,x,x,u,x
COc1ccc(C(=O)N/N=C2/C(=O)c3c(C)cc(C)cc3CC2(C)C)cc1,x,x,-9%[13.5 µM],x
CC(C)N(CCNC(=O)c1ccc(-n2c(=O)c(=O)[nH]c3ccccc32)cc1)C(C)C,x,x,2%,x
CCc1ccc(S(=O)(=O)Nc2ccc(O)c(C(=O)O)c2)cc1,x,x,u,x
NC(N)=N/N=C\c1ccc(O)c(C(=O)O)c1,x,x,u,x
O=c1cc(N=Nc2ccc(O)cc2)[nH]c(=O)[nH]1,x,x,-10%[13.5 µM],x
S=c1nc[nH]c2c1ncn2Cc1ccco1,x,x,-1%[13.5 µM],x
Cc1cccc2cc3ccc4ccccc4c3cc12,x,x,u,x
C[C@H]1[C@H](O)[C@@H](C)C=CC=CC=CC=CC=CC=CC=C[C@H](O[C@@H]2O[C@@H](C)[C@H](O)[C@@H](N)[C@@H]2O)C[C@@H]2O[C@](O)(C[C@@H](O)C[C@@H](O)[C@@H](O)CC[C@@H](O)C[C@@H](O)CC(=O)O[C@H]1C)C[C@H](O)[C@H]2C(=O)O,x,x,-18%[13.5 µM],x
O=c1[nH]c(=S)[nH]c(-c2ccccc2)c1Cc1c(O)ccc2ccccc12,x,x,8%[13.5 µM],x
C[N+](C)(C)c1nc(N)nc2c1ncn2[C@H]1O[C@@H](CO)[C@@H](O)[C@H]1O,x,x,1%[13.5 µM],x
CN(C)CCNc1ccccn1,x,x,14%[13.5 µM],x
CC1=C[N+](=O)c2ccccc2[N+]1=O,x,x,14%[13.5 µM],x
O=c1[nH]c(=S)[nH]c2c1CN(CCCN1CCOCC1)CN2,x,x,9%[13.5 µM],x
COc1ccc2c(=O)cc(-c3ccncc3)oc2c1OC,x,x,13%[13.5 µM],x
C[N+]1(CCC[N+]2(C)C[C@H]3[C@H](C2)[C@H]2C=C[C@@H]3CC2)CCOCC1 (some centres undefined),x,x,7%[13.5 µM],x
Cn1c(O)c(N=N/C(=N/c2ccccn2)c2ccccn2)c2cc(Br)ccc21,x,x,14µM*,x
CC(=O)N[C@@H]1CONC1=O,x,x,-1%[13.5 µM],x
CN1CCc2ccc3c4c2[C@]1(C)Cc1cccc(c1-4)OCO3,x,-25%,x,x
CCCCCCCCCCCCCCC(=O)OC,1%[201 µM],x,x,-2%[201 µM]
CCCCCCCC/C=C\CCCCCCCC(=O)OC,7%[201 µM],x,x,0%[201 µM]
CCCCCCCC1CCC(=O)O1 (centres undefined),8%[201 µM],x,x,-3%[201 µM]
Cc1ccc2c(c1)C(=O)OC2=O,13%[201 µM],x,x,2%[201 µM]
CCN(CC)CCOCCOC(=O)C(CC)(CC)c1ccccc1 (tested in a mixture with another compound),11%,x,x,-4%

# An excerpt from above, limited to TRb SRC2 PPI and GLA spleen mod.
molecule | TRb SRC2 PPI | GLA spleen mod
CCCCCCCCCCCCCCC(=O)OC | 1%[201 µM] | x
CCCCCCCC/C=C\CCCCCCCC(=O)OC | 7%[201 µM] | x
CCCCCCCC1CCC(=O)O1 (centres undefined) | 8%[201 µM] | x
Cc1ccc2c(c1)C(=O)OC2=O | 13%[201 µM] | x
CCN(CC)CCOCCOC(=O)C(CC)(CC)c1ccccc1 (tested in a mixture with another compound) | 11% | x

# More results:
SMILES,TRb SRC2 PPI,GLA spleen mod,ALDH1A1 block,TexasRed fluor
C[C@]12CC[C@@H]3c4ccc(O)cc4C[C@@H](CCCCCCCCCS(=O)CCCC(F)(F)C(F)(F)F)C3[C@@H]1CC[C@@H]2O (some centres undefined),7%,x,x,-1%
c1ccc2c(c1)Cc1ccccc1-2,0%[201 µM],x,x,-3%[201 µM]
CCCCN(CCCC)CCCC,0%[201 µM],x,x,-3%[201 µM]
O=C(O)C(c1ccc(Cl)cc1)c1ccc(Cl)cc1,0%[201 µM],x,x,-4%[201 µM]
O[C@@H]([C@H](O)[C@H](O)CBr)[C@H](O)CBr,2%,x,x,-3%
CN1C(=O)CN2CCc3ccccc3C2c2cc(Cl)ccc21 (centres undefined),-2%,x,x,1%
CC(NNC(=O)c1ccccc1)c1ccccc1 (centres undefined),1%,x,x,1%
CCOC(=O)O[C@]1(C(=O)OCCl)CC[C@@H]2[C@H]3CCC4=CC(=O)C=C[C@]4(C)[C@@H]3[C@@H](O)C[C@@]21C,10%,x,x,-1%
NCCO/C=C/[C@H](N)C(=O)O,3%[201 µM],x,x,-1%[201 µM]
C=C[Si](OCCOC)(OCCOC)OCCOC,-3%[201 µM],x,x,-2%[201 µM]
NC(=O)CCCCC1CCSS1 (centres undefined),-4%,x,x,1%
CC[C@@]1(c2ccccc2)NC(=O)N(C)C1=O,0%,x,x,0%
CC(C)OB(OC(C)C)OC(C)C,3%[201 µM],x,x,-4%[201 µM]
CO/N=C1\C[C@]2(C[C@@H]3C[C@@H](C/C=C(\C)C[C@@H](C)/C=C/C=C4\CO[C@@H]5[C@H](O)C(C)=C[C@@H](C(=O)O3)[C@]45O)O2)O[C@H](/C(C)=C/C(C)C)[C@H]1C,7%[201 µM],x,x,0%[201 µM]
CCCCCCCCCCCCOCCCN,0%,x,x,-1%
CCCCC(CC)COP(=O)(O)OCC(CC)CCCC (centres undefined),2%[201 µM],x,x,0%[201 µM]
C=CCCCCCCCCCC,4%[201 µM],x,x,-2%[201 µM]
CC(C)=CCC/C(C)=C\CO,6%[201 µM],x,x,1%[201 µM]
CCOC(=O)C(C#N)=C(c1ccccc1)c1ccccc1,-1%,x,x,-1%
COC(=O)CCSCCC(=O)OC,-2%[201 µM],x,x,3%[201 µM]
CC(=O)CC(=O)Nc1ccccc1C,-2%[201 µM],x,x,-5%[201 µM]
Cc1cc(-n2nc3ccc(Cl)cc3n2)c(O)c(C(C)(C)C)c1,13%,x,x,-5%
CC(=O)Oc1cc(C)c(OC(C)=O)c2ccccc12,0%,x,x,-2%
CCCCCCc1ccc(N)cc1,-8%[201 µM],x,x,1%[201 µM]
Cc1ccc(S(=O)(=O)C(I)I)cc1,-3%[201 µM],x,x,-10%[201 µM]
CC(C)(C)c1n[nH]c(=O)n(N)c1=O,-4%[201 µM],x,x,2%[201 µM]
O=C(Nc1ccc(Br)cc1)c1cc(Br)c(Br)s1,6%,x,x,0%
Cc1cc(C)c(N)c(Cl)c1,2%[201 µM],x,x,-2%[201 µM]
Cc1ccc(NC(=O)c2ccc(-c3cccc(Cl)c3C)o2)cc1,0%,x,x,4%
C[Si]1(C)N[Si](C)(C)N[Si](C)(C)N1,11%[201 µM],x,x,-3%[201 µM]

# In the list so far, these contain a Cl atom.
SMILES,TRb SRC2 PPI,GLA spleen mod,ALDH1A1 block,TexasRed fluor
O=C(O)C(c1ccc(Cl)cc1)c1ccc(Cl)cc1,0%[201 µM],x,x,-4%[201 µM]
CN1C(=O)CN2CCc3ccccc3C2c2cc(Cl)ccc21 (centres undefined),-2%,x,x,1%
CCOC(=O)O[C@]1(C(=O)OCCl)CC[C@@H]2[C@H]3CCC4=CC(=O)C=C[C@]4(C)[C@@H]3[C@@H](O)C[C@@]21C,10%,x,x,-1%
Cc1cc(-n2nc3ccc(Cl)cc3n2)c(O)c(C(C)(C)C)c1,13%,x,x,-5%
Cc1cc(C)c(N)c(Cl)c1,2%[201 µM],x,x,-2%[201 µM]
Cc1ccc(NC(=O)c2ccc(-c3cccc(Cl)c3C)o2)cc1,0%,x,x,4%

# Going on with the list.
SMILES,TRb SRC2 PPI,GLA spleen mod,ALDH1A1 block,TexasRed fluor
CC(C)CCCC(C)CCCC(C)CCCCC(C)CCCC(C)CCCC(C)C (centres undefined),-6%,x,x,0%
COc1ccc(OC)c(OC)c1,6%[201 µM],x,x,-2%[201 µM]
C[C@@H]1C(SC2Cn3cnc[n+]3C2)=C(C(=O)[O-])N2C(=O)[C@H]([C@@H](C)O)[C@@H]12 (some centres undefined),-3%,x,x,0%
C=CC(=O)OCCOc1ccccc1,u,x,x,3%[201 µM]
CC(C)OC(=O)c1cc(C(=O)OC(C)C)cc([N+](=O)[O-])c1,-5%[201 µM],x,x,0%[201 µM]
CC(C)Nc1nc(N)nc(Cl)n1,-2%&-4%[201 µM],x,x,0%&4%[201 µM]
CCCCCCCC[Si](OCC)(OCC)OCC,8%[201 µM],x,x,0%[201 µM]
O=C1c2ccccc2C(=O)C1c1ccc(F)cc1,4%,x,x,-2%
CCCCCCC(C)(C)S,-1%[201 µM],x,x,-6%[201 µM]
O=[N+]([O-])C(CO)(CO)CO,-3%[201 µM],x,x,-5%[201 µM]

# Ordered by length of the SMILES (smallest number first): part of the list above.
SMILES,TRb SRC2 PPI,GLA spleen mod,ALDH1A1 block,TexasRed fluor
COc1ccc(OC)c(OC)c1,6%[201 µM],x,x,-2%[201 µM]
CCCCCCCC[Si](OCC)(OCC)OCC,8%[201 µM],x,x,0%[201 µM]
C[C@@H]1C(SC2Cn3cnc[n+]3C2)=C(C(=O)[O-])N2C(=O)[C@H]([C@@H](C)O)[C@@H]12 (some centres undefined),-3%,x,x,0%

# The main list resumes, starting 3 compounds before the break.
SMILES,TRb SRC2 PPI,GLA spleen mod,ALDH1A1 block,TexasRed fluor
O=C1c2ccccc2C(=O)C1c1ccc(F)cc1,4%,x,x,-2%
CCCCCCC(C)(C)S,-1%[201 µM],x,x,-6%[201 µM]
O=[N+]([O-])C(CO)(CO)CO,-3%[201 µM],x,x,-5%[201 µM]
CCCCOCC(C)O (centres undefined),4%[201 µM],x,x,-1%[201 µM]
CCN(CC)C(=S)S,2%,x,x,-2%
CC1(C)CC(OC(=O)CCCCCCCCC(=O)OC2CC(C)(C)NC(C)(C)C2)CC(C)(C)N1,-2%[201 µM],x,x,-1%[201 µM]
CC(C)CC(C)(O)C#CC(C)(O)CC(C)C (centres undefined),2%[201 µM],x,x,-2%[201 µM]
CO[Si](OC)(OC)c1ccccc1,-4%[201 µM],x,x,0%[201 µM]
CCN(Cc1c(F)cccc1Cl)c1c([N+](=O)[O-])cc(C(F)(F)F)cc1[N+](=O)[O-],-4%[201 µM],x,x,-2%[201 µM]

# Screening results deposited in PubChem by National Center for Advancing Translational Sciences (NCATS).
